Screening data from PubChem.
Smad3 inh: Smad3 (human) transcription factor binding inhibition | inhibition, % at 25 µM | TR-FRET Smad3/Dy647-FoxH1 peptide binding, europium anti-His | actives 0.29% (n = 88,000) | P84022 | AID 630;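 active = compounds that reduce the energy-transfer binding signal between the protein and its labelled peptide by more than half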;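 note: 0% = Smad3 plus labelled peptide maximal FRET and 100% = peptide-only background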
F-actin modifier: modifiers of cytoskeleton assembly | HUVEC TNFa F-actin phalloidin imaging, high content | inhibition, % at 2 µM | actives 0.18% (n = 91,000) | AID 836;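 active = inhibition above the batch mean plus 3 SD and confirmed as a hit by visual image inspection, cut at about 30% in these data, passing the limit was not always enough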; note: strong numbers were not always called active
H69AR inhibit: growth inhibitors of human H69AR lung tumor cells | actives 6% (n = 85,000) | H69AR lung tumor viability, ATP luminescence, 72 h; active compounds read low | viability, % at 10 µM;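 active = viability at or below 40%; inactive = viability above 40%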;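 note: multidrug resistant small cell line overexpressing MRP-1 efflux transporter; 100% = mean luminescence of untreated control wells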
TNFa cytotox: toxic to HUVEC cells under TNF alpha stimulation; HUVEC TNFalpha-stimulated, Hoechst cell count, imaging; cell count reduction, % at 2 µM; AID 848; actives 0.17% (n = 93,000);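 active = cell count reduction exceeding the screen mean by over 5 SD, scaled to untreated wells per plate, cut at about 78% in these data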;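 note: cells counted after 24 h of TNF alpha exposure following the 1 h pretreatment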
IL1B cytotox: HUVEC cytotoxicity counter-screen, IL-1B stimulated | actives 0.41% (n = 94,000) | cell count reduction, % at 2 µM | HUVEC cell count loss, Hoechst imaging;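 active = cell count reduction more than 3 SD above the screen-wide mean, cut at about 70% in these data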;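 note: normalized per plate to untreated control cells as the no-loss baseline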
Fibroblast inh: blocks proliferation of human lung fibroblasts. AID 719. actives 1.1% (n = 85,000). viability, % at 10 µM. LL 47 human lung fibroblast viability, ATP luminescence; active compounds read low;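 active = viability at or below 50% in the single dose screen; inactive = viability above 50%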;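 note: compound exposure lasted 72 h before the ATP readout; 100% = median luminescence of untreated cell-only wells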
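Material: human lung fibroblast line LL 47, low passage; Evaluation: viability percentage against median untreated-cell control; Buffer or medium: 15% FBS in IMEM; Incubation: 72 h compound exposure at 37 °C after overnight plating; Dosing: 0.1% DMSO in all compound wells; Measured by: CellTiter-Glo luminescence.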
HUVEC prolif 384: blocks proliferation of human endothelial cells | HUVEC proliferation, CellTiter-Glo luminescence, 72 h; active compounds read low | viability, % at 10 µM (by protocol) | actives 1.1% (n = 86,000) | AID 648;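 active = viability at or below 30%; inactive = viability above 30%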;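 note: 100% = median luminescence of DMSO-only cell control wells on each plate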
Pyk2 oligo antag: Pyk2 (human) oligomerization antagonism. actives 0.83% (n = 99,000). Q293 cells, Pyk2 FERM NanoBiT luminescence; active compounds read low. z-score (the deposit names both 25 µM and 10 µM). AID 1347419;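 active = Z-score of -3 or lower, scaled per plate to the spread of control and sample wells; inactive = z-score above -3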;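 note: negative z-score means lost luminescence so less FERM oligomerization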
Target sequence (Q14289 whole entry, looked up): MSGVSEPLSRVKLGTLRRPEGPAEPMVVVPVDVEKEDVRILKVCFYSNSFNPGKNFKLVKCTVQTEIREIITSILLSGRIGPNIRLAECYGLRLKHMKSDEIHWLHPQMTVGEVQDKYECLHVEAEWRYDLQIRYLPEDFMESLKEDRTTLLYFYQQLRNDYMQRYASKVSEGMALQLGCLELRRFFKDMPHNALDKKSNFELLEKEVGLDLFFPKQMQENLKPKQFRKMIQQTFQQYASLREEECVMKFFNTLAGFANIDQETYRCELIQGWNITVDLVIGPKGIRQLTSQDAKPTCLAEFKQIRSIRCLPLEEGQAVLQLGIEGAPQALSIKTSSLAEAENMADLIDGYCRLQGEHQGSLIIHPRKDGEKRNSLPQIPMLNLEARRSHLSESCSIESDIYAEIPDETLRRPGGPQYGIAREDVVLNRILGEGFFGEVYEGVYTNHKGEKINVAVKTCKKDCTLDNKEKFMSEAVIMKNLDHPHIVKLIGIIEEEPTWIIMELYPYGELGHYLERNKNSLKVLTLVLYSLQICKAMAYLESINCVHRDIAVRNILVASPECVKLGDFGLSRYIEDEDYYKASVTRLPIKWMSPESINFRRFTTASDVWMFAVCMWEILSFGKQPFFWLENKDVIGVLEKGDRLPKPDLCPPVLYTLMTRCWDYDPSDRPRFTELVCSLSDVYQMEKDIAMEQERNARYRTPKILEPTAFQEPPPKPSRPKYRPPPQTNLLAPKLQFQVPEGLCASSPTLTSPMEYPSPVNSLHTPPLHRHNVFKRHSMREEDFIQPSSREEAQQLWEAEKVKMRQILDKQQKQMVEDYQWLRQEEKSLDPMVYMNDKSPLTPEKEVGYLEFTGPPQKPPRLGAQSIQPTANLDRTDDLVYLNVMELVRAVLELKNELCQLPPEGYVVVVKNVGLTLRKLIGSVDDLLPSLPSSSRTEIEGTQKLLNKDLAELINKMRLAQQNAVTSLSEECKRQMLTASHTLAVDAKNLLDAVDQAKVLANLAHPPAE
VCAM1 TNFa inh: reduces TNF alpha induced VCAM1 expression in HUVEC; HUVEC TNFa-induced VCAM-1 immunofluorescence, high-content imaging; inhibition, % at 2 µM; actives 0.48% (n = 95,000); AID 802;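 active = inhibition above the batch mean plus 3 SD, with images confirmed as a hit by eye, cut at about 37% in these data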;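 note: 0% = TNF-stimulated DMSO wells and 100% = unstimulated control wells; not every result past the cut was called active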
Starred values were filed as active, the others as inactive; nt = not tested or not shown; [ ] = another dose, or the depositor's remark.

SMILES	Smad3 inh	F-actin modifier	H69AR inhibit	TNFa cytotox	IL1B cytotox	Fibroblast inh	HUVEC prolif 384	Pyk2 oligo antag	VCAM1 TNFa inh
O=C(NCc1ccccc1)C12CN(Cc3ccccc3)CC1C(c1ccc([N+](=O)[O-])cc1)=NO2 (stereo not drawn)	nt	9	nt	4	-9	nt	nt	nt	4
NC(=O)CSCc1ccc(Br)cc1	13	12	89	-23	18	102	98	0.42	-3
N/C(=N\c1nc2c(c(=O)[nH]1)CCC2)Nc1cccc2ccccc12	nt	-4	nt	-22	5	nt	nt	1.6	4
O=C(CSc1nnnn1-c1ccc2c(c1)CCC2)Nc1ccc2c(c1)OCCO2	12	nt	86	nt	nt	96	90	0.03	nt
O=S(=O)(c1ccc(Br)cc1)N1CCN(c2cc(-c3ccccc3)nc3ncnn23)CC1	1	nt	47	nt	nt	98	83	-0.9	nt
CCn1c(=O)cc(SCC(=O)N2CCN(C3CCCCC3)CC2)c2ccccc21	31[fluorescence artefact?]	12	100	-10	-2	99	64	0.13	25
CCOC(=O)C1CCCN(CC(=O)/C=C2/N(C)c3ccccc3C2(C)C)C1 (stereo not drawn)	2	3	80	42	0	96	105	-0.07	6
CCOC(=O)c1ccc(NC(=O)N2CCN(CCc3ccccc3)CC2)cc1	14	2	50	-10	15	95	90	0.07	8
c1ccc(Nc2ncnc3c2oc2ccccc23)cc1	9	7	83	-1	-9	105	94	-1.5	-6
Cc1ccc(N=C2NC(=O)C(CC(=O)O)S2)cc1 (stereo not drawn)	nt	-9	nt	-7	nt	nt	nt	0.23	3
CC(C)CCOC(=O)/C(=C/c1ccco1)NC(=O)/C=C/c1ccccc1	-16	22	90	1	0	89	98	0.39	9
COC(=O)c1c(O)c2c([nH]c1=O)CCCC2	10	0	97	-16	nt	106	94	-0.76	0
CC(C)(Oc1ccc(Cl)cc1)C(=O)Nc1cccnc1	nt	-18	nt	-16	-2	nt	nt	0.12	-9
O=C1CC(N2CCOCC2)C(=O)N1CCc1ccccc1 (stereo not drawn)	3	28	94	-25	-4	100	92	0.86	10
Cc1cccc(OCc2nc(C#N)c(N3CC(C)CC(C)C3)o2)c1 (stereo not drawn)	2	nt	78	nt	nt	92	113	nt	nt
COc1cc(C2c3c(oc4ccccc4c3=O)C(=O)N2Cc2cccnc2)cc(OC)c1OC (stereo not drawn)	0	-5	nt	13	12	102	92	nt	-24
Cc1nc(CNS(=O)(=O)c2cccc(F)c2)cs1	-3	0	93	-4	34	96	86	0.37	10
Cc1cc(N2CCOCC2)c2c(N)c(C)cc(C)c2n1	-8	nt	74	nt	-21	102	102	0.29	100*
COCCCNCCOCCOc1c(OC)cccc1OC	nt	-9	nt	-13	-20	nt	nt	1.2	6
COc1ccc(-c2nnc(SCC(=O)NCc3cccs3)n2C)cc1	-13	1	110	-19	-27	100	109	1.5	-7
O=C(CSc1nc2c(c(=O)n1-c1ccc(Cl)cc1)SCC2)Nc1nccs1	-30	nt	20*	nt	nt	88	78	-0.15	nt
Cc1sc2nc(CN(C(=O)NC3CCCCC3)C3CCCCC3)[nH]c(=O)c2c1C	-7[fluorescence artefact?]	5	92	-5	3	89	96	-2	-20
CCOCCN(C=O)c1cccc(OC)c1	4	0	93	-26	11	93	92	0.78	2
CNC(=S)N1N=C(c2ccc(C)cc2)CC1c1ccc(Br)cc1 (stereo not drawn)	2	10	89	-23	15	94	107	-1.7	-12
COc1cccc(CCC(=O)O)c1OC	4	nt	100	nt	-6	95	92	0.64	nt

Ordered by formula weight (high to low): part of the list above
SMILES	Smad3 inh	F-actin modifier	H69AR inhibit	TNFa cytotox	IL1B cytotox	Fibroblast inh	HUVEC prolif 384	Pyk2 oligo antag	VCAM1 TNFa inh
CNC(=S)N1N=C(c2ccc(C)cc2)CC1c1ccc(Br)cc1 (stereo not drawn)	2	10	89	-23	15	94	107	-1.7	-12
COc1ccc(-c2nnc(SCC(=O)NCc3cccs3)n2C)cc1	-13	1	110	-19	-27	100	109	1.5	-7
COCCCNCCOCCOc1c(OC)cccc1OC	nt	-9	nt	-13	-20	nt	nt	1.2	6
Cc1ccc(N=C2NC(=O)C(CC(=O)O)S2)cc1 (stereo not drawn)	nt	-9	nt	-7	nt	nt	nt	0.23	3
NC(=O)CSCc1ccc(Br)cc1	13	12	89	-23	18	102	98	0.42	-3

More entries.
SMILES	Smad3 inh	F-actin modifier	H69AR inhibit	TNFa cytotox	IL1B cytotox	Fibroblast inh	HUVEC prolif 384	Pyk2 oligo antag	VCAM1 TNFa inh
COc1cc2c(cc1OC)-c1nnc(C)n1C(C)(C)C2	1	nt	100	nt	nt	99	106	0.21	nt
Cc1nn(-c2ccccc2)c(C)c1C(=O)OCC(=O)Nc1ccc2c(c1)OCO2	2	-6	99	-9	-15	107	106	-1.4	-1
Cc1ccc(N2C(=O)C3Sc4[nH]c(=O)sc4C(c4ccccc4)C3C2=O)cc1 (stereo not drawn)	-12	-5	93	3	-3	92	90	-1	1
CCOc1ccc(NC(=O)C2=C(C)C(=O)OC23CCC(C)CC3)cc1 (stereo not drawn)	44	-11	95	-10	2	101	95	nt	9
c1ccc2c(c1)ncn2Cc1nnc2sc(-c3ccc4c(c3)OCO4)nn12	5	-13	73	-17	-34	89	84	0.37	4
COc1ccc(OC(=O)c2cccc(S(=O)(=O)N3CCCC3)c2)cc1	15	8	75	nt	-48	95	82	0.89	7
C(=C\c1ccco1)/C=N/n1cnnc1	6	nt	83	nt	nt	100	99	0.24	nt
CCOc1ccc(NC(=O)N(CCC(C)C)C2CCN(C(C)=O)CC2)cc1	4	19	97	-35	nt	101	96	0.61	-7
O=C(CSc1nnc(-c2ccc(Br)cc2)n1C1CCCCC1)N1CCCC1	10	15	75	-21	16	96	105	-0.48	9
O=C(CN1CCOCC1)N1CCN(C(=O)CN2CCOCC2)CC1	4	1	100	-6	-14	99	108	nt	22
COC(=O)c1ccc(C(=O)OC)c(NC(=O)CCC(=O)O)c1	-21	3	100	-24	-17	nt	96	0.18	11
CCOc1cc2c3c(c1)C1(Nc4ccccc4S1)C(=O)N3C(C)(C)CC2C (stereo not drawn)	8	2	47	-24	-12	90	84	-0.31	17
COc1ccc(C(=O)CSc2nc(SC)ns2)cc1OC	2	-11	nt	-28	-1	91	86	0.38	24
O=C(Cn1c(C2CC2)nc2ccccc2c1=O)Nc1ccc(Br)cc1	7	-8	104	-31	-24	96	94	-1	1
O=C(Nc1ccc2oc(-c3ccccc3F)nc2c1)c1ccc2c(c1)OCCO2	nt	8	nt	-29	8	nt	nt	-3.1*	3
CC(C)CCn1c(=O)c2ccccc2c2ccccc2c1=O	11	8	93	-28	-7	96	106	-1.9	-8
CC1CC1C(=O)OCc1cc(=O)n2cc(Br)ccc2n1 (stereo not drawn)	18	19	91	-3	-1	104	99	0.19	-9
O=C(Nc1cc(C(F)(F)F)ccc1N1CCCCC1)c1ccc(Br)o1	4[fluorescence artefact?]	-20	78	-7	-29	91	111	0.25	10
COC(=O)Cc1c[nH]c2ccc(OCC(O)CNC(C)C)cc12 (stereo not drawn)	-5	nt	86	nt	nt	103	107	-0.6	nt
CCOC(=O)c1cnc(SCC(=O)N2CCN(C(=O)c3ccco3)CC2)nc1N	10	-30	95	17	7	94	110	-1.4	-16
Cc1ccc(C)c(S(=O)(=O)N2CCN(CC(=O)N3CCc4ccccc4C3)CC2)c1	-2	-14	48	-1	-59	94	91	1.5	-13
Cc1ccccc1-c1nnc(SCc2ccccc2)o1	-10	10	nt	-12	-120	99	101	-0.71	0
CC(C)c1ccc(OCc2ccc(C(=O)N3CCN(c4ccccn4)CC3)cc2)cc1	-3	-15	84	2	7	99	88	0.56	-8
O=C(OCn1nnc2ccccc2c1=O)c1ccc2c(=O)n3c(nc2c1)CCC3	5	5	90	-26	-25	100	91	-0.25	10
FC(F)(F)c1nnc(-c2ccccc2)nc1N1CCOCC1	nt	-6	nt	-5	26	nt	nt	0.12	0
SMILES	Smad3 inh	F-actin modifier	H69AR inhibit	TNFa cytotox	IL1B cytotox	Fibroblast inh	HUVEC prolif 384	Pyk2 oligo antag	VCAM1 TNFa inh
Cc1cc(C)n(CC(=O)NC2CCCCC2)n1	-2	12	102	-19	-177	104	105	0.06	15
CCC(C)[C@H](NC(=O)Nc1ccc2c(c1)OCCO2)C(=O)O (stereo partly drawn)	-9	11	97	-23	11	101	96	1	4
COc1ccc(CN(C2CCCC2)S(=O)(=O)c2ccc(-n3cnnn3)cc2)cc1OC	1	7	96	-18	-26	93	104	0.76	-6
Cc1cc(NS(=O)(=O)c2ccc(Nc3nc(-c4sc(N)nc4C)cs3)cc2)no1	-4	5	88	0	-8	101	92	0.69	22
COC(=O)c1ccccc1S(=O)(=O)Nc1ccc2cn[nH]c2c1	-2	15	92	-39	-5	nt	84	-0.38	-4
Cc1ccccc1NC(=O)Cn1cnc2c1c(=O)n(C)c(=O)n2C	4	-9	104	9	-25	96	96	1.2	-18
O=C(Oc1cccc(/C=N/Nc2nc(N3CCOCC3)nc(N3CCOCC3)n2)c1)c1ccco1	nt	-24	nt	-2	-37	nt	nt	-0.42	26
O=C(O)CC1=C(O)C(=O)N(c2ccccc2)C1c1ccc(Cl)cc1 (stereo not drawn)	-3	2	92	-18	5	105	93	0.88	7
O=C(NCCC1=CCCCC1)c1cnc2n(c1=O)CCS2	11	-8	95	-18	-41	95	82	0.85	-3
Cc1cc(C(=O)OCC(=O)NCCCN2CCCC2=O)c2ccccc2n1	5	-4	89	-11	-10	103	95	1.5	20
Clc1ccc(Oc2cnc3ccccc3n2)cc1	nt	-11	nt	11	3	nt	nt	-1.1	-11
COc1cccc(CN(Cc2cccnc2)S(=O)(=O)c2ccc(-n3cnnn3)c(C)c2)c1	-1	-31	86	-18	2	96	105	0.49	14
CCOc1ccc(N(CC(=O)NC2CCCCC2)C(=O)CSc2nnc(COc3ccccc3)o2)cc1	5	-12	36*	-8	-40	97	76	0.28	-12
O=C(CNC(=O)c1ccco1)OCC(=O)c1ccc2ccccc2c1	0	20	97	-8	-2	107	102	2.2	-5
Cc1ccc(S(=O)(=O)N(C)c2ccc(C(=O)N3CCN(Cc4ccc5c(c4)OCO5)CC3)cc2)cc1	-10	nt	25*	-43	-17	95	91	-0.47	2
CCCc1cc(Nc2cccc(OCC)c2)n2ncnc2n1	7	nt	56	nt	nt	82	86	0.28	nt
COc1c(C)cc(Br)cc1C(=O)NCc1cccnc1	4	8	98	-8	-46	94	90	0.66	9
COCCNC(=O)C(c1ccco1)N(C(=O)Cn1nnc2ccccc21)c1ccc(C)cc1C (stereo not drawn)	-2	3	85	-7	-7	97	94	-0.12	20
O=C(CCOc1ccccc1)Nc1ccccc1	6	20	93	-9	-16	101	104	2	20
CC1CCC(NC(=O)C2(C)CCC(=O)N2Cc2cccnc2)CC1 (stereo not drawn)	1	6	96	-17	-35	100	95	nt	10
C=CCn1c(SCC(=O)Nc2cc(C)cc(C)c2)nnc1-c1cnccn1	6	4	75	-13	-10	91	87	-0.9	7
COc1cccc(C2(O)CCN(C(=O)Cc3cccnc3)CC2)c1	7	17	81	-7	-18	100	100	0.48	-10
Nc1nnc(C2CCCC2)s1	6	nt	108	nt	nt	104	99	-0.04	nt
O=C1CC(c2cccc(F)c2)SC(N(c2ccccc2)c2ccccc2)=N1 (stereo not drawn)	nt	-17	nt	nt	10	nt	nt	0.19	-12
O=C(CN1CCN(C(=O)c2ccco2)CC1)Nc1ccc2c(c1)OCCO2	1	-5	99	-16	5	111	95	1.8	22
Cc1cccc(OCCCCc2c(C)n[nH]c2C)c1C	-2	14	96	-29	-78	95	92	-0.82	-5
Cc1cc(=O)oc(C)c1C(=O)Nc1cccc2nonc12	-1	-35	103	-19	3	105	83	-0.54	-8

An excerpt (hit frequency here may not be typical).
